GLP1R inv ag = acts as inverse agonist at human GLP-1 receptor | HEK293 GLP-1R CRE-luciferase, luminescence, 24 h; GLP-1R form is constitutively active | hit rate 1.6% among 410,000 | Potency, µM (titrated, usually from 38.3 µM), for inactives: at the top dose activity change, negative = inhibition, hits mostly inhibitors; note: potency is the fitted concentration of half-maximal effect; % is set by controls: 0 for no effect and ±100 for the full control effect; nearly all actives have a fitted effect of over 55% in size
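Inverse agonism was detected as reduced cAMP-driven luciferase luminescence after 24 h compound treatment. The cells were HEK293 clones expressing constitutively active human GLP-1R with the reporter. Reporter-only and GPR119 cell lines served as counterscreen controls.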
HEK293 tox = cytotoxic in the GLP-1 receptor inverse agonist counter-screen; HEK293 cAMP-luciferase reporter cells, luminescence, 24 h; Potency, µM (top dose mostly 38.3 µM), for the others: at the top dose activity change, negative = inhibition, most hits filed as inhibitors; hit rate 0.13% among 410,000; AID 624418;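 note: loss of luciferase light is scored as toxicity; potency is the fitted concentration of half-maximal effect; % is set by controls: 0 for no effect and ±100 for the full control effect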
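MLSMR compounds, 24 hr on cells at 37 deg C/5% CO2; luminescence after luciferase reagent (12 min RT). Inhibition counted as the undesired cytotoxic outcome.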
D3 ag = activates the human D3 dopamine receptor. D3R DiscoveRx beta-arrestin cells, luminescence, 90 min. max activation, %. hit rate 0.58% among 410,000. AID 652048; in the data active = max activation above about 30%; note: 0% is about no effect; mostly tested at two doses, the higher about 12 µM
Target sequence (P35462 whole entry, looked up): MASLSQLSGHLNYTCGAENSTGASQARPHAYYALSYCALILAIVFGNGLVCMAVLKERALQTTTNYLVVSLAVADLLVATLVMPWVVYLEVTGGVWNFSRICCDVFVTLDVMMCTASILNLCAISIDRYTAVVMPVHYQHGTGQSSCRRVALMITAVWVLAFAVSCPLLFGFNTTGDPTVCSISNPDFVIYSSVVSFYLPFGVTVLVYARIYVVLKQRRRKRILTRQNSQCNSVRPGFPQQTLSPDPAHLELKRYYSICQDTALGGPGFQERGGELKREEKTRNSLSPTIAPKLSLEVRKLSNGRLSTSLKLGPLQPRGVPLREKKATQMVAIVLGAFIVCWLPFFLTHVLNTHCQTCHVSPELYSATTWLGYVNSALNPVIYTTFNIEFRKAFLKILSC
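Agonist-mode cell screen: cells plated at 1500/well and incubated overnight at 37 °C, then exposed to library compounds for 90 min at 37 °C. Detection reagent was added for 30–60 min at room temperature, and luminescence was read.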
Numbers without * were called inactive; i = inactive; ? = inconclusive; [ ] = another dose, or the depositor's remark. Unless noted, calls come from the whole dose curve; as a rule, active = well fitted curve in the direction sought with a large enough effect; inconclusive = small, poorly fitted or top-dose-only effect, or another doubt; inactive = no such curve, though single readings can be large; an effect the other way counts as inactive or inconclusive. Some of the compounds tested (hit frequency here may not be typical).

| SMILES | GLP1R inv ag | HEK293 tox | D3 ag |
| --- | --- | --- | --- |
| COc1cc(CNC(=O)c2ccc3nc(Cc4ccccc4)oc3c2)cc(OC)c1OC | -3.1% | -1.3% | 5.7 |
| O=c1ccc2cc(S(=O)(=O)NCc3ccc(Cl)cc3)ccc2[nH]1 | 14.7% | 1.5% | -3.3 |
| O=C(CSc1oc(-c2ccccc2)nc1S(=O)(=O)c1ccc(Cl)cc1)Nc1ccc(F)cc1 | -4.6% | 0.6% | -4.0 |
| Cc1ccc(NC(=O)c2oc3ccc(S(=O)(=O)N4CCCCC4)cc3c2C)cc1C | -5.0% | -2.6% | 3.0 |
| CCN1c2ccccc2-c2nc(SCC(=O)Nc3c(C)cc(C)cc3C)ncc2S1(=O)=O | -19.3% | -4.7% | 5.9 |
| Cc1sc2c(c1C)c(=O)n(CCc1ccccc1)c(=O)n2Cc1ccc(C(C)(C)C)cc1 | -1.3% | 4.2% | -3.5 |
| Cc1ccc(Cl)cc1N1CCN(S(=O)(=O)c2cc3[nH]c(=O)c(=O)[nH]c3cc2C)CC1 | -4.8% | 2.2% | -0.8 |
| CCOc1ccc(/C=C/c2nc(C#N)c(N3CCC(C)CC3)o2)cc1 | -25.9% | -22.7% | -1.8 |
| CCN(CC)CCNC(=O)c1c(C)oc2ncnc(N3CCOCC3)c12 | -3.8% | -0.4% | -10.5 |
| COC(=O)c1c(SC)nc2ccccc2c1OCc1ccccc1Cl | -1.7% | 8.4% | 17.5 |
| CSc1ccc(CNC(=O)Cn2nc(N3CCN(c4ccccc4)CC3)ccc2=O)cc1 | -14.7% | 0.7% | 6.5 |
| Cc1ccccc1-c1nc(CN2CCC(C(=O)NCc3ccccc3Cl)CC2)c(C)o1 | 5.6% | -2.3% | 0.5 |
| CC(=O)N(Cc1cccnc1)c1nc2c(F)cc(F)cc2s1 | 1.0% | -11.8% | 3.4 |
| COc1ccc(CCNC(=O)c2cn(C)c3ccc(S(=O)(=O)N(C)C4CCCCC4)cc3c2=O)cc1OC | 18.1% | 8.3% | -8.4 |
| Cc1ccn2c(=O)cc(COc3ccc(NC(=O)c4ccccc4F)cc3)nc2c1 | 0.1% | 3.2% | 2.8 |
| COc1ccc(-c2nc3ccccc3o2)cc1NC(=O)COc1cc(C)cc(C)c1 | 11.5% | 14.5% | 3.6 |
| COc1ccc(-c2cc3ccc(O)c(CN4CCCC(C)C4)c3oc2=O)cc1 (configuration not stated) | -21.8% | i | 2.4 |
| Cc1cccc(-c2nc(CCNC(=O)c3ccccc3Br)cs2)c1 | -23.4% | 2.2% | -13.6 |
| CC(=O)N1CCC(N(Cc2ccc(C)o2)C(=O)Nc2cccc(C(F)(F)F)c2)CC1 | 5.5% | 3.6% | 8.3 |
| Cc1ccccc1NC(=O)CCn1nc(-c2ccc(Cl)cc2)c2ccccc2c1=O | -8.5% | -1.7% | 0.7 |
| CCc1cccc(NC(=O)C2CCC(CNS(=O)(=O)c3ccc(Br)s3)CC2)c1 (configuration not stated) | ? | -15.1% | -16.4 |
| O=C(NCc1cccn1Cc1ccccc1)Nc1ccc(Br)cc1F | -11.2% | 2.4% | 0.4 |
| COc1ccc(CNc2oc(COc3cccc(C)c3)nc2C#N)cc1 | ? | 6.5% | -12.0 |
| Cc1ccc(-c2nnc(Nc3ccc(F)cc3)c3ccccc23)cc1S(=O)(=O)N1CCN(C)CC1 | 1.6% | -5.7% | 2.0 |
| CCc1cccc(CC)c1NC(=O)CN1C(=O)C(=O)c2ccccc21 | 5.3% | 0.9% | -18.5 |
| COC(=O)c1c(-c2cccs2)csc1NC(=O)c1ccc(C)cc1 | 21.7% | -11.0% | 14.3 |
| Cn1cc(S(=O)(=O)c2ccccc2)c(=O)c2cc(F)c(N3CCCC3)cc21 | 5.8% | 4.5% | -23.9 |
| CC1CCN(S(=O)(=O)c2ccc3c(c2)oc(=O)n3CC(=O)NC(C)c2ccccc2)CC1 (configuration not stated) | ? | 2.3% | -0.2 |
| Cc1ccc(C)c(NC(=O)CSc2nnc3[nH]c(=O)cc(-c4ccccc4)n23)c1 | 6.5% | -8.5% | -14.9 |
| CNC(=O)C1CCC(Cn2c(=O)c3sccc3n(CC(=O)N3CCCC(C)C3)c2=O)CC1 (configuration not stated) | 2.4% | 0.2% | 4.1 |

Compound profiles, as listed above.
Record of CC(=O)N1CCC(N(Cc2ccc(C)o2)C(=O)Nc2cccc(C(F)(F)F)c2)CC1 : GLP1R inv ag: 5.5%; HEK293 tox: 3.6%; D3 ag: 8.3
Record of Cn1cc(S(=O)(=O)c2ccccc2)c(=O)c2cc(F)c(N3CCCC3)cc21 : GLP1R inv ag: 5.8%; HEK293 tox: 4.5%; D3 ag: -23.9
Record of Cc1ccc(C)c(NC(=O)CSc2nnc3[nH]c(=O)cc(-c4ccccc4)n23)c1 : GLP1R inv ag: 6.5%; HEK293 tox: -8.5%; D3 ag: -14.9

(further entries)
| SMILES | GLP1R inv ag | HEK293 tox | D3 ag |
| --- | --- | --- | --- |
| COc1ccccc1N1CCN(C(=O)C2CCN(S(=O)(=O)c3cn(C)cn3)CC2)CC1 | 5.5% | -13.6% | 3.8 |
| COc1ccc(C(=O)c2oc3ccccc3c2NC(=O)c2nc(SC)ncc2Cl)cc1Cl | 12.3% | 2.5% | 6.7 |
| CCOc1ccc(NC(=O)CC2C(=O)N(c3ccc(C)cc3)C(=O)N2C2CCCCC2)cc1 (configuration not stated) | ? | -13.6% | -0.8 |
| Cc1ccc(Cl)cc1NC(=O)Cn1cc(S(=O)(=O)Cc2ccccc2Cl)c2ccccc21 | -22.2% | 0.8% | -7.7 |
| Cc1sc(C2C(C#N)=C(N)N(c3ccc(Cl)cc3)C3=C2C(=O)CCC3)cc1CN1CCOCC1 (configuration not stated) | 0.2% | 1.3% | -4.4 |
| CC(C)c1ccc(NC(=O)C2(C)Cc3ccccc3C(=O)O2)cc1 (configuration not stated) | ? | 3.9% | -1.3 |
| Cc1cccc(OCC(=O)Nc2c(C(=O)N3CCN(c4ccccc4)CC3)oc3ccccc23)c1 | 6.6% | -9.7% | -3.6 |
| O=C(NCCCN1CCN(c2ccccc2F)CC1)c1sc2ncccc2c1-n1cccc1 | -21.5% | -0.8% | 14.8 |
| COc1cccc(NC(=O)CCN2CCN(c3ccccc3)CC2)c1 | ? | -2.5% | 14.9 |
| O=C(NC1CC(=O)N(c2ccc(F)cc2)C1)c1ccc(S(=O)(=O)N2CCOCC2)cc1 (configuration not stated) | 8.8% | 3.8% | -2.4 |
| COc1ccccc1CCNC(=O)Cc1c(C)c2c(O)cc(C)cc2oc1=O | -5.5% | 67.1%[activator] | 22.0 |
| CCc1ccc(NC(=O)N2CCC(N3CCN(Cc4ccc(C)cc4)C(=O)C3=O)CC2)cc1 | 1.1% | -14.3% | -1.9 |
| Cc1c(Cl)cccc1NC(=O)CSc1ncccc1C(=O)Oc1ccccc1Cl | 6.0% | 13.9% | 0.3 |
| COc1cccc(C(=O)c2sc(Nc3ccc(C)cc3C)c(S(=O)(=O)c3ccccc3)c2N)c1 | 7.9% | -7.0% | 7.6 |
| Cc1ccc2c(=O)cc(C(=O)Nc3c(C)cccc3C)oc2c1 | 3.7% | 3.1% | 4.2 |
| Cc1cccc(Cn2ccn(Cc3ccc(Cl)cc3)c(=O)c2=O)c1 | 7.1% | -4.7% | -13.1 |
| CCOc1ccccc1CNC(=O)Cn1nc(C)c2nn(-c3ccc(Cl)cc3)c(C)c2c1=O | 2.2% | 4.2% | 4.2 |
| Cc1ccc(C)c(N2CCN(C(c3ccccc3)c3nnc(-c4ccccc4F)o3)CC2)c1 (configuration not stated) | ? | -2.9% | 0.7 |
| CCn1c(SCc2ccc(F)cc2Cl)nnc1-c1nonc1NC(C)=O | -9.6% | -7.0% | -3.7 |
| COCCc1nn2c(=O)cc(COC(=O)c3ccccc3C)nc2s1 | 18.1% | 6.0% | 6.8 |
| CCCC(=O)n1nc(-c2ccco2)nc1NCc1ccccc1Cl | 5.6% | 4.4% | 5.7 |
| Cc1ccc(C(=O)/C=C/c2cn(CC(O)CN3CCCCCC3)c3ccccc23)cc1 (configuration not stated) | ? | 64.5%[activator] | -20.6 |

Molecules listed so far that contain bromine, in the order listed:
| SMILES | GLP1R inv ag | HEK293 tox | D3 ag |
| --- | --- | --- | --- |
| Cc1cccc(-c2nc(CCNC(=O)c3ccccc3Br)cs2)c1 | -23.4% | 2.2% | -13.6 |
| CCc1cccc(NC(=O)C2CCC(CNS(=O)(=O)c3ccc(Br)s3)CC2)c1 (configuration not stated) | ? | -15.1% | -16.4 |
| O=C(NCc1cccn1Cc1ccccc1)Nc1ccc(Br)cc1F | -11.2% | 2.4% | 0.4 |
